Assay outcomes from PubChem BioAssay.
Lipid storage S3 = qHTS Assay for Lipid Storage Modulators in Drosophila S3 Cells; Drosophila S3 cells, BODIPY lipid droplet fluorescence, 18-24 h; cells fed with added oleic acid; Potency in µM for hits, for the others lipid storage change, negative = inhibition, % at the top dose, mostly 46.1 µM; 320,000 tested, 0.64% active; active = well fitted inhibition curve with a large enough effect in the signal ratio, with a control signal flat, not every such curve was filed as active; inconclusive = small, poorly fitted or top-dose-only effect, or effect the other way, or a change in a side signal; the % refers to the signal ratio
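Drosophila S3 cells got compounds at several concentrations plus oleic acid (400 uM solution). Laser-scanning cytometry with 488 nm excitation read lipid droplets at 500-530 nm and cells at 575-640 nm. Percent activity was relative to 20 uM Triacsin C.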
Lipid storage S3 cell count max = also measured in Lipid storage S3; calls as there; cell number change, %; measured here: cell count max response;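 cells counted by Cell Tracker Red CMTPX staining in the red channel; peak over a dose series mostly up to 46.1 µM; percent activity relative to internal control wells on each plate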
* = called active by the depositor; i = inactive; ? = inconclusive; / = no result given; [ ] = another dose, or the depositor's remark. % is set by controls: 0 for no effect and ±100 for the full control effect; potency is the fitted concentration of half-maximal effect. The list is partial; rates above refer to the full screens.

SMILES	Lipid storage S3	Lipid storage S3 cell count max
Cc1cc2c(c(SCC(=O)N(C)c3ccccc3)n1)C(=O)OC2	26%	-12
COc1ccc(CCNC(=O)C(=O)Nc2nccs2)cc1OC	i	/
Cn1c(SCC(=O)NNC(=O)c2ccc(Br)cc2)nnc1-c1cccnc1	0%	-7
COc1ccccc1N(CC(=O)NCCN1CCOCC1)S(=O)(=O)c1ccccc1	?	/
CCc1cccc(CC)c1NC(=O)COC(=O)c1ccccc1-c1nc2ccccc2s1	5%	0
Cc1c(CCC(=O)N2CCC(C(=O)O)(c3ccccc3)CC2)c(=O)oc2cc3oc4c(c3cc12)CCCC4	?	/
CN1C(=O)/C(=C2\SC(=S)N(CC3CCCO3)C2=O)c2ccccc21 (stereo not given)	?	/
CCOC(=O)c1c(C)nc2sc3c(=O)n(-c4ccc(C(C)=O)cc4)cnc3c2c1-c1ccc(Cl)cc1	?	/
O=C1CN(S(=O)(=O)c2ccc(Br)cc2)c2ccccc2N1	?	/
Cc1cc(=O)oc2c3c4c(cc12)OCCN4CCC3	-6%	-15
O=C(O)C1C2C=CC(C2)C1C(=O)NCc1cccnc1 (stereo not given)	0%	-2
COc1nnc(-c2ccc(C)c(S(=O)(=O)NCC3CCCO3)c2)c2ccccc12 (stereo not given)	?	/
CCOC(=O)N1CCN(C(=O)CCN2C(=O)/C(=C\c3cccc(OC)c3)SC2=S)CC1	?	/
COc1ccc(/C=N/NC(=O)c2[nH]c3ccc(Br)cc3c2-c2ccccc2)c(C(=O)O)c1OC	?	/
O=C(COc1ccc([N+](=O)[O-])cc1)NNC(=S)NC(=O)c1ccc(Br)cc1	?	/
O=C(NCc1ccccc1)C1CCN(C(=O)NCc2ccccc2)CC1	?	/
Cn1c(SCCC#N)nnc1-c1ccccc1F	?	/
Nc1nnc(SCC(=O)NNC(=O)c2ccc(Cl)cc2)s1	?	/
CCc1ccc(C(=O)/C=C2\Sc3ccccc3NC2=O)cc1	?	/
Cc1ccc(S(=O)(=O)Oc2ccc(/C=C3\C(=N)N4N=C(S(C)(=O)=O)SC4=NC3=O)cc2)cc1	i	/
COc1ccc(CCC(=O)NCCCNC(=O)CCc2ccc(OC)cc2)cc1	11%	12
O=C1CC(c2ccccc2)CC(=O)C1Sc1ccc(Cl)cc1 (stereo not given)	?	/
COc1ccc(CC(=O)N2CCC(Nc3nc4ccccc4n3Cc3ccc(F)cc3)CC2)cc1	?	/
CCC(CC)C(=O)N1N=C(c2ccc(NS(C)(=O)=O)cc2)CC1c1ccc(C)cc1 (stereo not given)	?	/
CC(=O)N1c2ccc(S(=O)(=O)N3CCC(C(=O)NCc4ccc(Cl)cc4)CC3)cc2CC1C (stereo not given)	?	/
CCN(CC)S(=O)(=O)c1ccc2c(c1)oc(=O)n2CC(=O)NC1CCCCC1	?	/
CCOC(=O)C(C)Sc1nc2c(cnn2-c2ccc(C)cc2)c(=O)[nH]1 (stereo not given)	5%	-15
C=CCN1c2ccccc2[C@]23C[C@@H](C(=O)OC)N(C(=O)CC(C)C)C2=NC(C(=O)OC)=C(C(=O)OC)[C@H]13	?	/
CCCCC(=O)Nc1ncc([N+](=O)[O-])s1	?	/
O=C(NCC1CCCO1)C(c1ccc(F)cc1)N(Cc1ccc2c(c1)OCO2)C(=O)c1ccc(CN2CCOCC2)o1 (stereo not given)	11%	-1
COc1cccc(CNC(=O)CCC2CCCN(C(=O)CCn3cncn3)C2)c1 (stereo not given)	-9%	-11
C=CCc1c(C)nc(-c2ccccc2)nc1Nc1ccc(O)cc1	?	/
CN1CCN(S(=O)(=O)c2cccc(C(=O)Nc3sc4c(c3C(N)=O)CCCC4)c2)CC1	?	/
CCCS(=O)(=O)N1CCN(C(=O)c2cccc(OC)c2)CC1	?	/
CN(c1ccccc1)S(=O)(=O)c1ccccc1Br	?	/
CC12CCCc3c(O)cc(=O)n(c31)-c1ccccc12 (stereo not given)	9%	15
O=C(O)/C(=C/c1cccnc1)NC(=O)c1ccccc1	?	/
CCN(c1ccc(C)cc1C)S(=O)(=O)c1nnc(NC(=O)c2ccco2)s1	i	/
C/C(N)=C(/C#N)C(=O)CSc1nc2scc(-c3ccccc3)c2c(=O)n1C	?	/
CS(=O)(=O)N1CCN(C(=O)c2csc3ccccc23)CC1	i	/
O=C1OC(c2ccc(Cl)cc2)=C/C1=C/c1cccnc1	-9%	9
COc1ccc2c(c1)n([O-])c1c([n+]2=O)CCC1	19%	4
CN(C)c1ccnc2sc3c(=O)n(-c4ccccc4)cnc3c12	?	/
Cc1cc(C)c2c3c(sc2n1)C(=O)N(c1ccccc1)CC(=O)N3	11%	17
O=C(NCc1cccnc1)C(=O)NCC1OCCN1S(=O)(=O)c1cc(F)ccc1F (stereo not given)	-26%	-19
CCCn1nnc(NC(=O)COc2ccccc2Cl)n1	?	/
CC(C)(C)c1ccc(-n2ncc3c2CCCC3NC(=O)CN2CCCC2=O)cc1 (stereo not given)	?	/
CC(C)c1c(C(=O)N/N=C/c2ccoc2)nnn1-c1nonc1N	?	/
Cc1nn(C)c(C(=O)Nc2ccc(Cn3cccn3)cc2)c1[N+](=O)[O-]	?	/
COc1ccc2nc(N3C(=O)C(O)=C(C(=O)c4ccco4)C3c3ccccc3OC)sc2c1 (stereo not given)	i	-32
Cn1nc(C(=O)NCCc2ccc(S(N)(=O)=O)cc2)c2ccccc2c1=O	?	/
Cc1[nH][nH]c(=O)c1C(c1cc([N+](=O)[O-])ccc1O)c1c(C)[nH][nH]c1=O	-6%	-2
Cc1cc(Nc2cccc(Cl)c2Cl)n2ncnc2n1	-6%	-7
O=C(c1ccco1)N1CCN(S(=O)(=O)c2ccc(Cl)cc2)CC1	i	4
O=S(=O)(Cc1ccccc1)Cc1cnc(Cl)s1	10%	12
CCN(CC)S(=O)(=O)c1ccc(C(=O)NNC(=O)c2csc(N3CCOCC3)n2)cc1	?	/
Nc1cccc(C#Cc2ccc3c(=O)c4ccccc4oc3c2)c1	i	-4
O=C(NCCC1=CCCCC1)C(=O)NCC1OCCCN1S(=O)(=O)c1cc(F)ccc1F (stereo not given)	?	/
O=C(Nc1ccc(Cl)cc1)C1CC2CCCC(C1)C2=O (stereo not given)	?	/
COc1ccc(/C=C/C(=O)NC2CCCCC2C)cc1 (stereo not given)	?	/

(listing goes on)
SMILES	Lipid storage S3	Lipid storage S3 cell count max
Cc1ccccc1S(=O)(=O)/N=C(/c1ccccc1)N1CCOCC1	9%	-9
COC(=O)c1ccccc1NC(=S)N(Cc1ccc2c(c1)OCO2)Cc1cc2ccc(C)cc2[nH]c1=O	?	/
CCN(CCNc1ccc(Cl)cc1[N+](=O)[O-])C(=O)c1cc([N+](=O)[O-])c(N(C)C)cc1OC	?	/
CN1CCCc2cc(C#N)c(=O)[nH]c21	?	/
COC(=O)c1c(NC(=O)C(C)C)sc(C(=O)N2CCOCC2)c1C	?	/
CC1=CC2=NC(=O)/C(=C/c3cccs3)C(=N)N2O1	0%	18
CC(=O)N1CCc2cc(S(=O)(=O)NCCC(=O)N3CCN(c4ccccn4)CC3)ccc21	12%	-20
CCOC(=O)COc1ccc2c(c1)C(=O)CC1(CCN(C(C)=O)CC1)O2	?	/
COc1ccc(/C=N/n2c(C)nnc2C)c(OC)c1	-11%	-21
CCOC(=O)N1CCC(NC(=O)C2CCN(C(=O)c3cc4oc(C)cc4n3Cc3c(F)cccc3Cl)CC2)CC1	5%[9.22 µM]	-1
COc1ccc(NS(=O)(=O)c2ccc(S(=O)(=O)N3CCCC3)cc2)cc1Cl	?	/
CCOc1cc(C(=O)O)ccc1OCCOc1ccccc1	?	/
CN(C)/C=C/c1onc(-c2c(Cl)cccc2Cl)c1C#N	i	/
COC(=O)c1ccc(C(C(=O)NC2CCCCC2)N(CCc2ccccc2)C(=O)Cc2cccs2)cc1 (stereo not given)	?	/
COc1ccccc1CNC(=O)/C=C/c1ccc(S(=O)(=O)N2CCOCC2)cc1	?	/
C=CCn1c(SCC(=O)Nc2cccc(C)c2)nnc1-c1cnccn1	?	/
O=C(Nc1cccc(F)c1)C1CCN(c2nnnn2-c2ccccc2)CC1	?	/
CC(C1CC1)N(Cc1ccccc1)C(=O)NC(=O)c1cccc(F)c1 (stereo not given)	27%	-2
N/C(COc1cccc(C(F)(F)F)c1)=N\NC(=O)c1cccnc1Oc1ccccc1	1%	-12
Clc1cccc(/C=N/Nc2nnc(Cl)c3ccccc23)c1	16%	-10
Cc1oc(-c2cccc(Cl)c2)nc1CN1CCC(C(=O)NCCCN2CCCC2=O)CC1	?	/
COc1ccc2c(c1)c1ncn(Cc3ccc(F)cc3)c(=O)c1n2C	1%	5
Cc1ccc(NC(=O)CN2C(=O)c3ccccc3C2=O)cc1	?	/
Cc1cc2oc(=O)cc(Cn3ccnc3)c2cc1O	18%	17
COc1cc(NC(=O)c2ccco2)c(OC)cc1NC(=O)Nc1ccc(Cl)cc1	20%	-21
COc1cc(NC(=O)c2ccc3c(c2)OCO3)ccc1NC(=O)c1ccco1	2%	-13
CC(=O)Nc1ccc(OS(=O)(=O)c2ccc(C(C)(C)C)cc2)cc1	23%	0
Cc1ccc(C(=O)NCCCC(=O)O)o1	?	/
Cc1onc(-c2ccccc2Cl)c1C(=O)NCCN1Cc2ccccc2C1=O	5%	-6
COc1ccc(C2CC(c3ccc(Br)cc3)=NN2C(=S)Nc2ccccc2)cc1 (stereo not given)	?	/
COC(=O)c1cccc(NC(=O)Nc2ccc(Cl)cc2)c1	-6%	-8
CS(=O)(=O)NCCCCCCNS(C)(=O)=O	0%	18
COCCN(C(=S)Nc1ccc(OC)cc1)C1CCN(C(C)=O)CC1	16%	3
COc1ccc(S(=O)(=O)N2CCCCCC2)cc1C(=O)Nc1ccc(C)cn1	i	/
CCOc1ccc(C(=S)N2CCCC2)c(OCC)c1	i	-18
O=C(c1ccccc1)c1ccccc1C(=O)N1CCCC1	?	/
CCCn1c(=O)c(C(=O)NC(C)c2ccccc2)c(O)c2ccccc21 (stereo not given)	i	18
Cc1cc(C)cc(N(CCC#N)C(=O)COC(=O)CNC(=O)c2sc3ccccc3c2Cl)c1	?	/
O=C(COC(=O)CNC(=O)c1ccccc1)Nc1nc(-c2ccccc2)cs1	?	/
COCCCNC(=O)c1ccc(CS(=O)(=O)c2cccc(C(F)(F)F)c2)o1	?	/
CN(CC(=O)N1CCc2[nH]c3ccc(F)cc3c2C1)CC1OCCO1	i	12
COc1cc(/C=C2\S/C(=N/S(=O)(=O)Cc3ccccc3)NC2=O)c([N+](=O)[O-])cc1OC	0%	6
Cc1ccc(C2(C(F)(F)F)NC(=O)N3CCN=C3S2)cc1 (stereo not given)	?	/
COc1ccc(NC(=O)NNS(=O)(=O)c2ccc(Br)cc2)cc1	?	/
Cc1onc(-c2c(Cl)cccc2Cl)c1C(=O)N1CCCc2ccccc21	?	/
CN(c1ccc(OCC(=O)OCC(=O)NCc2ccco2)cc1)S(=O)(=O)c1ccc2ccccc2c1	i	/
CCCS(=O)(=O)N1CCCC(C(=O)NCC2CCCO2)C1 (stereo not given)	?	/
CCc1cc(C(=O)NCCN(C)C)cs1	?	/
COc1ccc(-c2cc(C(=O)Nc3ccc(OC)c(OC)c3)no2)cc1	0%	5
CCOC(=O)c1ccc(NC(=O)CSc2nnc(CNc3ccc(OC)cc3)n2C)cc1	?	/
O=C(CSc1nnc2ccc(-c3ccc(F)cc3)nn12)NCC1CCCO1 (stereo not given)	10%[0.0737 µM]	8
C=CCn1c(-c2ccc(Cl)cc2)cnc1SC(C)C(=O)NC(N)=O (stereo not given)	6%	-10
CCC(C)(C)C1CCC2(CC1)NC(=O)N(CC(=O)Nc1nc(-c3ccc(C)cc3)cs1)C2=O (stereo not given)	?	/
Cc1cnc(C(=O)Nc2cccc(S(=O)(=O)N(C)C)c2)cn1	12%	14
O=C(Cc1ccccc1)N1CCN(C(=O)c2ccco2)CC1	8%	11
COCCCN(C(=O)CSCc1c(C)noc1C)c1c(N)n(Cc2ccccc2)c(=O)[nH]c1=O	7%	15
